High-throughput results: PubChem, Icahn School of Medicine at Mount Sinai
RBX1-CUL1 inh: human ROC1-CUL1 E3 ligase inhibition | inhibition, % at 10 µM | P62877+Q13616 | 140,000 compounds, 0.6% hits | in vitro K48 di-Ub FRET, acceptor:donor ratio, 45 min | AID 1347404; in the data active = inhibition above about 25%
Target sequence (P62877 whole entry, looked up): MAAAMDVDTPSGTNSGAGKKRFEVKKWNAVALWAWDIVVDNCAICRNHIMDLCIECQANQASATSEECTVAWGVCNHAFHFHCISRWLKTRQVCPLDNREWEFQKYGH
Target sequence (Q13616 whole entry, looked up): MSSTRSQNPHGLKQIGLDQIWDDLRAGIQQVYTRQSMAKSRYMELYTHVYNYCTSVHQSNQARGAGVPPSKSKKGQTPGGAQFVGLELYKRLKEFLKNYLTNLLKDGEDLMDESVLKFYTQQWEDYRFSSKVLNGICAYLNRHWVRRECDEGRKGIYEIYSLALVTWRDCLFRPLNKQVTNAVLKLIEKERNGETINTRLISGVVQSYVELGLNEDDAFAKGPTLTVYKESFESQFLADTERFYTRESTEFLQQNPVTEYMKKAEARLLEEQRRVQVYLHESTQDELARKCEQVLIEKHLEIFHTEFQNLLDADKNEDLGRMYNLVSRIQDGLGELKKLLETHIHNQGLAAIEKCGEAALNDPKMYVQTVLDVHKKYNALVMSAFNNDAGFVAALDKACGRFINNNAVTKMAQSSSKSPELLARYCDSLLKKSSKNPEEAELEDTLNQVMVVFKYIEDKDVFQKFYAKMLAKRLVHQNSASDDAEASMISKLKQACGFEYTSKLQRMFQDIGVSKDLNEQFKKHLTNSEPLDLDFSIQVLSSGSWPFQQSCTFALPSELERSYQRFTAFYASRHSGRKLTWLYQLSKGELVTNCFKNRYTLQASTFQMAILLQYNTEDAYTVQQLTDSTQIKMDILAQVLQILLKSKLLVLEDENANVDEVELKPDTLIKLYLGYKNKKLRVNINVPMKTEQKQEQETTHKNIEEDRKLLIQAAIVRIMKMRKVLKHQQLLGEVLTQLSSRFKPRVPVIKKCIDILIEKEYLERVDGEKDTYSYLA
* = called active by the depositor; & = joins results of further samples. These rows are one share of the data. The share of hits here may be higher or lower than overall.

SMILES	RBX1-CUL1 inh
CC(C)Oc1ccc(C(=O)N2CCN(c3ccccc3)CC2)cc1	6
COc1ccccc1CCNC(=O)C(=O)NCC(c1cccs1)S(=O)(=O)c1ccccc1 (stereo unspecified)	1
O=C1C(=NC2CCCCC2)C(Cl)C(=O)N1c1ccccc1Cl (stereo unspecified)	-4
CCOc1ccc(N(CC(=O)Nc2ccccc2C(=O)NCc2ccco2)S(=O)(=O)c2ccc(OC)c(OC)c2)cc1	-5
Cc1ccccc1OCc1ccc(-c2nc(C#N)c(NCCCN(C)C)o2)o1	-4
Cc1ccc(N2CC(C(=O)NCCS(=O)(=O)N3CCN(c4ccc(F)cc4)CC3)CC2=O)cc1 (stereo unspecified)	-8
C=C1C(C(=O)Nc2ccc(N3CCCCC3)cc2)C1C(=O)Nc1ccc(N2CCCCC2)cc1 (stereo unspecified)	-6
CCOC(=O)c1c(C)n(C)c2c1cc(OC(=O)c1ccccc1Br)c1ccccc12	2
O=C(CCC(=O)OCc1ccc(Cl)c(Cl)c1)Nc1ccc(Br)c2cccnc12	8
O=C(Nc1ccccc1F)N1CCN(Cc2cccc(Cl)c2)CC1	2
CN1C(=S)N(c2ccccc2)C(=O)C1N=Nc1ccc(O)cc1 (stereo unspecified)	-5
CCOC(=O)C1CCN(S(=O)(=O)c2cc(-c3onc(C)c3C)ccc2C)CC1	-10
CN(C)c1ccc(CNC(=O)C2CCCN(S(=O)(=O)c3ccc4c(ccn4C)c3)C2)cc1 (stereo unspecified)	-8
O=C1NC(=S)N(c2ccc(Br)cc2)C(=O)/C1=C/c1ccc(O)c(Cl)c1	15
Cc1c(CNC2CCC(C)CC2)c(C(=O)O)c(C)n1Cc1ccccc1F (stereo unspecified)	-2
CCNc1nc(OC)nc(Oc2ccc(=O)[nH]n2)n1	2
CCCc1[nH]nc2c1C(c1cc3c(cc1Cl)OCO3)C(C#N)C(=N)O2 (stereo unspecified)	15
CCCN1CCC(N2CCC(n3nccc3NC(=O)C(C)(C)C)CC2)CC1	-10
CCC(=O)N1CCc2cc(CNC(=O)Nc3cc(C)ccc3C)ccc21	5
COc1ccc(-c2nc(CN3CCC[C@H]3CO)c(C)o2)c(F)c1	-1
O=C(O)CNC(=O)CNC(=O)C1C2C=CC(C2)C1C(=O)O (stereo unspecified)	-1
CCOc1ccc(C(=O)Nc2c(C(=O)N3CCN(c4ccccc4F)CC3)oc3ccccc23)cc1	-1
O=C(CCC1CCN(C(=O)CCn2cnnn2)CC1)NC1CCN(Cc2ccccc2)C1 (stereo unspecified)	3
COC(=O)c1sc2cccc(F)c2c1S(=O)(=O)N1CCN(c2cccc(C)c2)C(C)C1 (stereo unspecified)	0
C=CCSc1nc(SCC=C)c2cnc(N3CCN(C)CC3)nc2n1	8

Filtered by structure, the compounds so far with two or more sulfur atoms.
SMILES	RBX1-CUL1 inh
COc1ccccc1CCNC(=O)C(=O)NCC(c1cccs1)S(=O)(=O)c1ccccc1 (stereo unspecified)	1
COC(=O)c1sc2cccc(F)c2c1S(=O)(=O)N1CCN(c2cccc(C)c2)C(C)C1 (stereo unspecified)	0
C=CCSc1nc(SCC=C)c2cnc(N3CCN(C)CC3)nc2n1	8

The listing continues.
SMILES	RBX1-CUL1 inh
CCCOc1ccc(C2Nc3ccccc3C(=O)N2CCC)cc1OC (stereo unspecified)	-6
O=C(Nc1ccc(F)cc1F)c1ccc(N2C(=O)CCS2(=O)=O)cc1	1
O=C(Nc1ccc(Cc2ccncc2)cc1)c1sc2ccccc2c1Cl	1
CC(C)(C)NC(=O)C1CCCN(C2CCN(c3nc4ccccc4o3)CC2)C1 (stereo unspecified)	-4
Cc1ccc(F)cc1NC(=O)c1c(-c2c(F)cccc2Cl)noc1C	1
COc1ccccc1CN1CC(C(=O)NCCc2cnccn2)CCC1=O (stereo unspecified)	-6
CCOC(CN=C1C([N+](=O)[O-])C(=O)N(C)C(=O)N1C)OCC (stereo unspecified)	-3
Cc1cc(C)nc(NS(=O)(=O)c2ccc(NC(=O)/C=C/c3ccc(F)cc3)cc2)n1	3
CCOC(=O)N1CCC(NC2CCN(c3cccc(NC(=O)c4ccccc4OC)c3)CC2)CC1	-5
CCc1[nH]nc2c1C(c1cccc(Cl)c1)C(C#N)C(=N)O2 (stereo unspecified)	-5
c1ccc(C(CC2CN(Cc3cnc[nH]3)CCO2)c2ccccc2)cc1 (stereo unspecified)	-2
COc1cccc2c1NC(=O)C(c1ccccc1)C2=O (stereo unspecified)	-3
O=C(Nc1ccc2oc(-c3ccccc3F)nc2c1)c1ccccc1Cl	2
CCOc1cc(Br)c(Br)c(/C=C2\SC(=S)N(CC(=O)O)C2=O)c1O	28*
CCC(=O)Nc1ccc(C)cc1-c1nc2ccccc2n(CC(=O)Nc2ccccc2Cl)c1=O	-4
COc1ccc(Nc2ncnc3onc(C)c23)c(OC)c1	5
COC(=O)c1c(-c2ccc(-c3ccccc3)cc2)csc1N	3
Cc1ccc(NC(=O)c2ccccc2NC(=O)CCC(=O)O)cc1	-4
CCCCn1cc2c(c1-c1ccc(Br)cc1)c(=O)n(C)c(=O)n2C	1
O=C(CN1C(=O)CC(c2ccc(F)cc2)=Nc2ccccc21)NCc1ccccc1Cl	1
Cc1nc(CN(C)Cc2c(C(=O)N(C)Cc3ccccc3)nc3ccccn23)cs1	0
CCOc1ccccc1C(=O)N(Cc1cccs1)c1ccc(Cl)cc1	14
CC1CCc2sc(C(=O)N3CCN(Cc4ccco4)CC3)cc2C1 (stereo unspecified)	0
Cc1c(Cl)cccc1NC(=O)CN1CCN(c2ccccc2F)CC1	6
CN1C(=O)CC(=Nc2ccc(Cl)cc2)N(C)C1=O	11&-1

Taken from above.
In RBX1-CUL1 inh, Cc1ccc(NC(=O)c2ccccc2NC(=O)CCC(=O)O)cc1 has -4
In RBX1-CUL1 inh, CCOC(=O)N1CCC(NC2CCN(c3cccc(NC(=O)c4ccccc4OC)c3)CC2)CC1 has -5
In RBX1-CUL1 inh, COc1cccc2c1NC(=O)C(c1ccccc1)C2=O (stereo unspecified) has -3
In RBX1-CUL1 inh, Cc1c(Cl)cccc1NC(=O)CN1CCN(c2ccccc2F)CC1 has 6

Other results follow:
SMILES	RBX1-CUL1 inh
O=C(Nc1ccc2c(c1)CCCN2C(=O)c1cccs1)c1cccc(C(F)(F)F)c1	-5
CCc1cc2c(=O)c(-c3nc4ccccc4n3C)coc2cc1OS(C)(=O)=O	-12
O=C(NCc1ccc(F)cc1)c1ccc(NC(=O)N2CC3CCCN3c3ccccc32)cc1 (stereo unspecified)	2
Cc1ccc(CNC(=O)C2CCCN(S(=O)(=O)c3cn(C)cn3)C2)cc1 (stereo unspecified)	-1
COc1cccc(NC(=O)c2nnn(Cc3ccc(OC)c(Br)c3)c2N)c1	2
Cc1ccc(NC(=O)CN2CCSc3ccc(S(=O)(=O)N4CCCC4)cc32)cc1	-3
CCCC(=O)Nc1cccnc1Cl	-7
Cc1ccc(-c2[nH]c(-c3ccccc3)nc2SCC(=O)NCC2CCCO2)cc1 (stereo unspecified)	0
C#CCOc1c(I)cc(/C=c2/sc3nc4ccccc4n3c2=O)cc1OC	1
O=C(NN=C1CCCCCCCCCCC1)c1cccc([N+](=O)[O-])c1	1
CCOc1cc(/C=C2\SC(=S)N(c3cccc(Cl)c3)C2=O)ccc1OCC(=O)O	33*
CCC(CC)=C(C#N)C(=O)NC1CCCCC1	7
OSCCSc1nc2cc(Cl)ccc2o1	-6
COc1cccc(Nc2nc(-c3ccccc3)cs2)c1	2
COc1ccc2c(CNCc3cccs3)c(C(=O)O)n(Cc3ccc(F)cc3)c2c1	6
COc1ccc(OC2CCN(C(=O)CCC3(Cc4ccc(OC)cc4F)CCC(=O)N3)CC2)cc1 (stereo unspecified)	1
CCCC12CN3CC(CCC)(CN(C1)C3c1c[nH]c3ccc(OC)cc13)C2=O (stereo unspecified)	-1
CCOc1cc(C2C(C(=O)c3ccc(OCC(C)C)c(C)c3)C(=O)C(=O)N2CCCN2CCOCC2)ccc1O (stereo unspecified)	5
Cc1ccc(N2C(=O)CSC23C(=O)N(CC(=O)NCc2ccccc2)c2ccccc23)cc1C (stereo unspecified)	-3
CCN1CCOC(=O)C1CC(=O)Nc1cccc(OC)c1 (stereo unspecified)	0
CSc1cn[nH]c(=O)c1N1CCOCC1	4
Cc1nn(-c2ccccc2)c(OC(=O)C(C)C)c1Sc1ccccc1	-3
COc1cccc(CN2CCCC3(CCN(C(=O)c4cnc(OC)nc4)C3)C2)c1 (stereo unspecified)	2
O=C1C2=C(CCCC2)C(=O)N1c1ccc(Cl)c2c1CCCC2	-2
CC12CCC(C(=O)N3CCN(c4ncccn4)CC3)(CC1=O)C2(C)C (stereo unspecified)	10
Continuation.
SMILES	RBX1-CUL1 inh
Cc1ccc2oc3c(c(=O)c2c1)C(c1ccccc1F)N(c1ccccn1)C3=O (stereo unspecified)	10
COc1ccc(-c2cnc(S(C)(=O)=O)nc2)cc1	6
Cc1cc(C)n(C(=O)c2cccnc2Cl)n1	11
FC(F)(F)Oc1ccc(Nc2nc(N3CCCCC3)nc(N3CCN(c4cccc(Cl)c4)CC3)n2)cc1	-5
O=C(CSc1nnnn1-c1ccc(F)c(Cl)c1)c1ccccc1	-1
CCOC(=O)C1=C2Oc3ccccc3N2C(=O)C(=NC(=O)c2ccc(Cl)cc2)C1	-5
O=C(CCc1nnc(-c2ccc(-c3ccccc3)cc2)o1)N1CCCO1	7
COc1ccc(C2c3c(n[nH]c3C)OC(=N)C2C#N)cc1COCC(F)(F)F (stereo unspecified)	8
CCOc1ccc(N2CC(C(=O)Nc3cc(Cl)ccc3Cl)CC2=O)cc1 (stereo unspecified)	0
CCOC1OC(=O)c2cccc3ccc4cccc1c4c23 (stereo unspecified)	1
CC(Cc1ccccc1)n1cnc2c([nH]c3ccc(F)cc32)c1=O (stereo unspecified)	-3
CCOC(=O)c1sc(NC(=O)c2cc(OC)c(OC)c(OC)c2)c(C(N)=O)c1C	-5
O=C(CCSc1nnc(-c2ccncc2)o1)Nc1cccc(Cl)c1	9
COC(=O)C(NC(=O)c1ccc(Cl)cc1)(Nc1sc2c(c1C#N)CCC(C(C)(C)C)C2)C(F)(F)F (stereo unspecified)	7
O=C(NCCN1CCCC1)c1ccc(Cl)cc1Cl	0
O=C(/C=C/c1ccc(Br)cc1)Nc1ccc(-c2nc3ccccc3o2)c(O)c1	6
CCN(C(=O)Cn1nc(Cc2cccnc2)c2ccccc2c1=O)c1cc(C)ccc1C	-4
Cc1[nH]c2ccccc2c1C1(O)C(=O)N(Cc2ccc(Cl)cc2)c2ccccc21 (stereo unspecified)	1
Cc1ccccc1C(=O)NC1CC(C)(C)Cc2nc(N3CCOCC3)ncc21 (stereo unspecified)	6
COc1cc(CN2CCc3[nH]nc(-c4ccccc4F)c3C2)cc2c1OCO2	8
CC(C)Cc1ccc(C(C)C(=O)Oc2ccc(C(=O)O)cc2)cc1 (stereo unspecified)	-3
CC1=C[C@@H]2[C@H](O)C[C@H]3CCCC[C@]3(C)[C@@H]2CC1=O	1
O=C(O)c1ccccc1N=Nc1c(O)[nH]c(=S)[nH]c1=O	2
CCOc1ccc(-c2cn3nc(CC(C)C)sc3n2)cc1	8
CC1=C(C(=O)Nc2cccc(C(F)(F)F)c2)C2(CCCCCC2)OC1=O	1
Continued.
SMILES	RBX1-CUL1 inh
CCC(=O)Nc1ccc(S(=O)(=O)NCc2cccn2Cc2cccc(C)c2)cc1	-2
Cc1cc(C(=O)N/N=C/c2ccc(-c3ccc(C)c(Cl)c3)o2)n[nH]1	-5
O=S(=O)(Oc1ccccc1-c1nc2ccccc2o1)c1ccccc1	-17
COc1ccc(OCC(=O)NCc2ccccn2)cc1	3
COc1cc2c(cc1OC)-c1cc(-c3ccccc3)cc(-c3ccccc3)[n+]1CC2	-5
COc1cccc(CNC(=O)Cn2cc3c(n2)-c2c(oc(C(=O)N4CCOCC4)c2C)CC3)c1	-6
CCN(c1cccc(C)c1)S(=O)(=O)c1c(C)nc2sc(C)cn2c1=O	3
Cc1cc(/C=N/n2cnnc2)c(C)n1-c1ccc(F)cc1	4
COc1ccccc1CCc1nnc(CCC(=O)N2CCSCC2)o1	-1
COc1ccccc1N1CCN(C(=O)c2cc(Cl)cc(Cl)c2)CC1	-3
CCCCCCC1CCC(C(=O)NC(C(=O)O)C(C)C)CC1 (stereo unspecified)	-6
COc1ccc(-c2nc3scc(CCNS(=O)(=O)c4cc(F)ccc4OC)n3n2)cc1OC	-3
CC1CN(C)C(C)C/C1=N\OC(=O)c1ccc(Cl)c(Cl)c1 (stereo unspecified)	-1
S=C1NC2(CCCCC2)C2CCCCC2O1 (stereo unspecified)	-4
CC(C)Oc1ccc(C(N)=O)cc1Br	-14
O=C1CC(c2ccccc2)CC(=O)C1C=Nc1ccc(Br)cc1 (stereo unspecified)	-2
COc1ccc(-n2c(Cc3ccccc3)nnc2SCc2nc(-c3cccs3)no2)cc1	-1
CN1CCc2c(sc3c2C(=O)NC(c2ccc(OC(=O)c4ccc(Cl)cc4)cc2)N3)C1 (stereo unspecified)	2
CNCc1cn(CC2CCCN(C(=O)Nc3ccc(C#N)cc3)C2)nn1 (stereo unspecified)	6
Cc1sc(NC(=O)c2ccc(OC(C)C)cc2)c(C(N)=O)c1C	-4
CCc1ccc(CN(C)C2CCCN(c3nc(C)c4ccc(S(C)(=O)=O)cc4n3)CC2)cc1 (stereo unspecified)	10
Cc1cccc(CSc2nnnn2-c2ccccc2)c1	-6
CCOc1ccccc1Nc1nc(-c2ccc(C)cc2)c(CC(=O)O)s1	8

At a glance, 5 of the compounds above.
SMILES	RBX1-CUL1 inh
CCC(=O)Nc1ccc(S(=O)(=O)NCc2cccn2Cc2cccc(C)c2)cc1	-2
Cc1cc(C(=O)N/N=C/c2ccc(-c3ccc(C)c(Cl)c3)o2)n[nH]1	-5
O=S(=O)(Oc1ccccc1-c1nc2ccccc2o1)c1ccccc1	-17
COc1ccc(OCC(=O)NCc2ccccn2)cc1	3
COc1cc2c(cc1OC)-c1cc(-c3ccccc3)cc(-c3ccccc3)[n+]1CC2	-5

Three compounds from above, ordered by the number in RBX1-CUL1 inh, ascending.
SMILES	RBX1-CUL1 inh
CC(C)Oc1ccc(C(N)=O)cc1Br	-14
CN1CCc2c(sc3c2C(=O)NC(c2ccc(OC(=O)c4ccc(Cl)cc4)cc2)N3)C1 (stereo unspecified)	2
CCOc1ccccc1Nc1nc(-c2ccc(C)cc2)c(CC(=O)O)s1	8
